Screening results: PubChem, National Center for Advancing Translational Sciences (NCATS)
KDM5B inhibitor – blocks human KDM5B histone demethylase activity. KDM5B demethylase, FDH-coupled NADH fluorescence (FDH is formaldehyde dehydrogenase). Potency, µM (titrated, usually from 57.7 µM), without a hit: top-dose activity change, negative = inhibition, hits mostly inhibitors. 220,000 tested, 2.6% active. AID 1347165; active means well fitted inhibition curve with a large enough effect; inconclusive means small, poorly fitted or top-dose-only effect; inactive means no such curve, though single readings can be large or run the other way; further: 0% is about no effect; nearly all actives have a fitted effect of over 70% in size
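Here, H3K4me3 peptide (12.5 µM in substrate mix) is demethylated by KDM5BΔAP, 200 nM final, after 10 min compound exposure. Formaldehyde product is coupled through FDH (0.25 U/mL in mix) to NADH fluorescence; 30-min ΔRFU feeds dose-response curves.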
* marks the source's active call; other numbers are inactive results; i = inactive; ? = inconclusive; [ ] = remark or other dose. Potency means the concentration at half of the fitted maximal effect. This is a subset, so the mix of outcomes need not match the whole.

Sample of the layout, 15 compounds:
SMILES	KDM5B inhibitor
CN(C)C(=O)CC1CCOC2(CCN(S(=O)(=O)c3cn(C)cn3)CC2)C1 (centres undefined)	-12%
CC(C)N1CC2CCC(C1)N2C(=O)c1ccc2c(c1)OCO2	26%[149 µM]
O=C(c1ccc(CSc2nc3ccncc3n2Cc2ccccc2F)cc1)N1CCCCCC1	?
O=C(NC1CCN(c2cc(-c3cccs3)[nH]n2)C1)c1ccc(F)c(F)c1 (centres undefined)	13µM*
O=C(c1ccccc1F)N1CCC2(CC1)C(=NC1CCCCC1)NC(=O)N2c1cc(F)cc(F)c1	8%[115 µM]
Cc1ccc(CNC(=O)C2CCc3sc(C(=O)N4CCOCC4)cc3C2)o1 (centres undefined)	-17%
CCN(CC)CCNC(=O)c1ccc2c(c1)N(S(C)(=O)=O)CC2	28µM*
O=C(c1cccc(O)c1)N1CC=C(c2cnc3cnc(-c4ccccc4)cn23)CC1	28µM*
O=C(CSCc1nc2cccnc2n1C1CCCCC1)NCc1cccc(Cl)c1	-24%
Cc1ccc(CC(=O)Nc2cccc(C(=O)N3CCc4sccc4C3)c2C)cc1	13%
COCCn1cnnc1C(C)NC(=O)c1cn(C2CCC(N)CC2)nn1 (centres undefined)	2%
Cc1ccc(C2(C)N(O)C(C)C(c3cccs3)=[N+]2[O-])cc1 (centres undefined)	-2%
CNC(=O)N1Cc2ccccc2OC2(CCN(C(C)C)CC2)C1	13%
CCOc1cc(C(=O)NCCc2csc(-c3ccc(C)cc3)n2)cc(OCC)c1OCC	-45%
COc1cc(CC(=O)NC(C)c2cccs2)cc(OC)c1OC (centres undefined)	17%

The listing, from the first entry:
SMILES	KDM5B inhibitor
CN(C)C(=O)CC1CCOC2(CCN(S(=O)(=O)c3cn(C)cn3)CC2)C1 (centres undefined)	-12%
CC(C)N1CC2CCC(C1)N2C(=O)c1ccc2c(c1)OCO2	26%[149 µM]
O=C(c1ccc(CSc2nc3ccncc3n2Cc2ccccc2F)cc1)N1CCCCCC1	?
O=C(NC1CCN(c2cc(-c3cccs3)[nH]n2)C1)c1ccc(F)c(F)c1 (centres undefined)	13µM*
O=C(c1ccccc1F)N1CCC2(CC1)C(=NC1CCCCC1)NC(=O)N2c1cc(F)cc(F)c1	8%[115 µM]
Cc1ccc(CNC(=O)C2CCc3sc(C(=O)N4CCOCC4)cc3C2)o1 (centres undefined)	-17%
CCN(CC)CCNC(=O)c1ccc2c(c1)N(S(C)(=O)=O)CC2	28µM*
O=C(c1cccc(O)c1)N1CC=C(c2cnc3cnc(-c4ccccc4)cn23)CC1	28µM*
O=C(CSCc1nc2cccnc2n1C1CCCCC1)NCc1cccc(Cl)c1	-24%
Cc1ccc(CC(=O)Nc2cccc(C(=O)N3CCc4sccc4C3)c2C)cc1	13%
COCCn1cnnc1C(C)NC(=O)c1cn(C2CCC(N)CC2)nn1 (centres undefined)	2%
Cc1ccc(C2(C)N(O)C(C)C(c3cccs3)=[N+]2[O-])cc1 (centres undefined)	-2%
CNC(=O)N1Cc2ccccc2OC2(CCN(C(C)C)CC2)C1	13%
CCOc1cc(C(=O)NCCc2csc(-c3ccc(C)cc3)n2)cc(OCC)c1OCC	-45%
COc1cc(CC(=O)NC(C)c2cccs2)cc(OC)c1OC (centres undefined)	17%
Cc1ccc(-c2cnc(CCC(=O)NCC(c3cccc(F)c3)N(C)C)o2)cc1 (centres undefined)	6%
CC(=O)c1cn(CC(=O)Nc2ccncc2)c2ccccc12	12%
COc1cccc(C(=O)NC2CCCN(c3cc(-c4ccc(F)cc4)[nH]n3)C2)c1 (centres undefined)	-8%
CC(C)(C)CC(=O)Nc1nc2c(s1)C[C@@H]1[C@](C)(CO)[C@H](O)CC[C@@]1(C)[C@@H]2CC(=O)NCCN1CCOCC1	10%
Clc1ccc(-n2cc(-c3ccccc3)cc2-c2ccccc2)cc1	?
Cc1ccc2cc(CN(C(=O)c3cccc(Cl)c3)c3ccccc3)c(=O)[nH]c2c1	-12%
CC1CCCN(S(=O)(=O)c2cc3cc(Br)ccc3oc2=O)C1 (centres undefined)	11%
CCCOc1ccc(CNC(=O)CC2CCOCC2)cc1	?
Cc1cnc(CC2CCNCC2)n1Cc1ccc(F)cc1	5%
COc1cccc(/C=C/c2nc(C#N)c(N3CCCC3)o2)c1	i
COC(=O)c1ccc(NC(=O)N2CCc3c([nH]c4ccccc34)C2c2ccc(C)cc2)cc1 (centres undefined)	?
Cn1cncc1-c1nnc([C@H]2CCN(C(=O)c3ccncc3)C2)o1	-23%[86.2 µM]
Cc1cccc(-n2nc(C)c(CCC(=O)NC3CC3)c2Oc2ccc(F)cc2F)c1	-16%
CN1CC(=O)N(C2CCCNC2)Cc2c(NC3CCCCC3O)ncnc21 (centres undefined)	-25%[115 µM]
CCOc1ccccc1C1C(C(=O)OC)=C(C)NC2=C1C(=O)c1ccccc12 (centres undefined)	-9%
C=CCN1CC2(CCC1=O)CCN(C(=O)CC(C)n1ccnc1C)CC2 (centres undefined)	14%
Cc1cc2c(c(=O)n(-c3ccc(F)cc3)c(=O)n2CC(=O)Nc2ccccc2Cl)n1C	7%
O=C1CN(C(=O)Cn2ccc3c(Br)cccc32)CCN1	3%
C=CCN1CCN(C(=O)C2N(c3ccc(OC)cc3)C(=O)C23CCCCC3)CC1 (centres undefined)	0%
O=C(c1cccc(Cn2cccn2)c1)N1CCOC(c2ccc(Cl)cc2)C1 (centres undefined)	-4%
Cc1ccc(N2Cc3c(NCCCc4ccccc4)ncnc3N(C)CC2=O)cc1	?
CC1(CO)COC(c2ccccc2)=N1 (centres undefined)	31%
Cc1cc(O)c(-c2cc(C(=O)Nc3cccc(C(F)(F)F)c3)[nH]n2)cc1C	23%
CC(=O)N1CCc2cc(Br)cc(S(=O)(=O)N3CCC(C(=O)N(C)c4cc(C)ccc4C)CC3)c21	-1%
CCc1nc(-c2c3n(c(=O)n(CC(=O)NCc4cccs4)c2=O)CCCC3)no1	15%
CC1(C(=O)NCCCN2CCCc3ccccc32)CCCCC(=O)N1 (centres undefined)	?
COC1CN(C2CCN(C(=O)C3CCCC3)CC2)C12CCOCC2 (centres undefined)	-16%
Cc1[nH]c2ccccc2c1C(=O)N1CCN(S(=O)(=O)c2ccc(F)cc2)CC1	-1%
COc1ccc(C2Cn3nnc(C(=O)N4CCN(C(=O)c5ccc(F)cc5Cl)CC4)c3CO2)cc1 (centres undefined)	?
CCOc1ccccc1C(=O)N1CCc2[nH]nc(-c3ccc(F)c(F)c3)c2C1	-11%
O=C(NCCc1ccccc1)OCc1ccccc1	14%
Cc1ccc(N2CCC(NS(=O)(=O)C3CC3)C2=O)cc1C (centres undefined)	-13%
Cc1ccc(Cc2c(C)nc3c(C(=O)N4CCC(Cc5nncn5CC5CC5)CC4)cnn3c2C)cc1	28µM*
Cc1cn2nc(C(=O)Nc3ccc(C(=O)N4CCCC4)cc3)cc2c(=O)[nH]1	?
Cc1cc(=O)n2nc(N3CCC(C(=O)NCc4ccccc4Cl)CC3)sc2n1	-2%
O=C1NC(=NC2CCCC2)C2(CCN(Cc3ccccc3)CC2)N1c1cc(F)cc(F)c1	2%[115 µM]
COc1cccc(NC(=O)Cn2c(=O)n(CCC(=O)NC3CCN(Cc4ccccc4)CC3)c(=O)c3ccccc32)c1	28%
CNC(=O)c1cc(-c2ccccc2)cc2c1OCCN2Cc1cccnc1	32µM*
Cc1cccc(-n2c(SCC(=O)Nc3ccccc3C)nc3c(oc4ccccc43)c2=O)c1	-4%
O=C1CCCCC(Cc2ccccc2)(C(=O)NC2CCS(=O)(=O)C2)N1 (centres undefined)	-34%
COc1ccc(OC)c(S(=O)(=O)N2CCN(c3cc(N4CCCC4)nc(C)n3)CC2)c1	8%
CCOC(=O)C1CCN(c2c(C(=O)c3ccc(OCC)cc3)cnc3ccc(OC)cc23)CC1	?
CC(=O)Nc1ccc2oc(-c3ccc(C(C)C)cc3)cc(=O)c2c1	-20%
CCCOCCCNC(=O)c1c(C)noc1-c1ccc(C(C)(C)C)cc1	-14%
Cc1ccc(NC(=O)CSc2nnc(N)s2)cc1S(=O)(=O)N1CCCCC1	6%

Remaining list, next part:
SMILES	KDM5B inhibitor
COc1ccc(/C=C(/C#N)c2nc3ccccc3[nH]2)cc1C	?
Nc1cc(S(=O)(=O)Nc2cc(Cl)ccc2Cl)ccc1N1CCOCC1	?
O=C1NCN(Cc2ccc(Cl)cc2)C12CCN(Cc1ccccc1C(F)(F)F)CC2	10%
Cc1ccc(-n2c(=O)c3cccnc3n2CC(=O)NCc2ccc(F)cc2)cc1C	455%[activator]
O=C(CSc1nc2ccccc2c(=O)[nH]1)Nc1ccccc1	-3%
O=C(COc1ccc(C(=O)c2ccccc2)cc1)NCc1ccccc1CN1CCCC1	0%
CC1=C(C(=O)OC(C)C)C(c2ccc(Cl)c(Cl)c2)CC(=O)N1 (centres undefined)	-2%
CCN(CC)S(=O)(=O)c1ccc2c(c1)nc(SCC(=O)Nc1ccc(C)cc1)n2CC	-1%
CCc1ccc(NC(=O)c2ccc3c(c2)N(C)C2CCCCN2C3=O)cc1 (centres undefined)	?
CC(C)CC(C)N(C)C(=O)CCc1c[nH]c2ccccc12 (centres undefined)	9%
CCOC(=O)NC(Nc1ccc(F)c(Cl)c1)(C(=O)OCC)C(F)(F)F (centres undefined)	2%
CCc1ccc(C(=O)c2cn(CC(=O)Nc3ccc(F)cc3)c3cc4c(cc3c2=O)OCO4)cc1	-20%
CCCc1cc(=O)n2[nH]c(-c3ccc(C)cc3)nc2n1	?
O=C(c1cc(-c2ccc3c(c2)OCCO3)nc2ccccc12)N1CCOCC1	-14%
O=c1oc2ccccc2c(Sc2ccccc2)c1Sc1ccccc1	-18%
Cn1c(SCc2csc(-c3ccccn3)n2)nnc1C1CC1	2%
CC(c1ccc(N)cc1)c1cn(C)c2ccccc12 (centres undefined)	-24%
CCn1cc(/C=C(\NC(=O)c2ccco2)C(=O)NCCCN2CCOCC2)c2ccccc21	-6%
CCOC(=O)/C(=C/C1=CC(=C/N(C)C)/C(=O)O1)C(C)=O	-21%
Cc1cccc(-n2c(=O)c3c(cc(C)n3C)n(CC(=O)Nc3ccccc3F)c2=O)c1	20%
CC(C)c1noc(-c2ccn3c(CNC(=O)c4ccco4)nnc3c2)n1	28µM*
CS(=O)(=O)N1C[C@@H]2OCC(=O)N(Cc3cccnc3)[C@@H]2C1	-13%[86.2 µM]
CC1CCCN(Cc2nc3c(Br)cc(Br)cc3c(=O)[nH]2)C1 (centres undefined)	16%
Cc1noc(C)c1CC(=O)N1[C@@H]2CC[C@H]1CC(NC(=O)c1ccncc1)C2 (some centres undefined)	15%
Cc1ccc(CN2C[C@@H]3C(=O)N(C)C(=O)[C@@H]3C2)cc1C	-5%
N#Cc1ccccc1S(=O)(=O)N[C@H]1CO[C@H]2[C@@H]1OC[C@@H]2n1nnnc1Oc1ccccc1	-14%
CCn1c(NC(=O)/C=C/c2ccc(F)cc2)nc2ccccc21	?
CCCn1nc(C(=O)OCC(=O)N(CC)Cc2ccccc2)c2ccccc2c1=O	-9%
O=C(CC1CCCCC1)N1CCN(C2CCN(CCc3ccccc3)C2=O)CC1 (centres undefined)	0%
Cc1ccc(NC(=O)c2ccc(OCc3c(C)noc3C)cc2)cc1	-17%
COc1ccccc1C(=O)NCc1nnc2ccc(-c3ccc(C)cc3)nn12	13µM*
COc1ccc(-c2noc(CC3CCN(C(=O)c4ccc(OC)cc4OC)CC3)n2)cc1	-9%
COc1ccc2c(c1)O/C(=C\c1ccc(OS(C)(=O)=O)cc1)C2=O	-23%
COc1ccc(NC(=O)CSC2=Nc3ccccc3C3=NC(CCC(=O)NCc4cccs4)C(=O)N23)cc1 (centres undefined)	?
CCOc1ccccc1NC(=O)CN1C(=O)C(c2ccccc2)=NC12CCCCC2	-13%
CC(=O)NC(CCS(C)(=O)=O)C(=O)Nc1ccccc1Cl (centres undefined)	19%
O=C(c1cccc(F)c1)N1CCCC(Nc2ccc(F)cc2)C1 (centres undefined)	17%
COc1cc(-c2nc3nc(C)cc(C)n3c2Nc2ccc(Cl)cc2)ccc1O	-7%
FC(F)(F)c1cccc(-c2nccn3c(C4CN(Cc5ccc6cn[nH]c6c5)C4)ncc23)c1	?
CN(Cc1ccccc1)Cc1cn([C@H]2CO[C@H]3[C@@H]2OC[C@@H]3NCC2CCCCC2)nn1	-15%[86.2 µM]
Cc1ccc2nc(CO[C@H]3CN(C(=O)C4CC4)C[C@H]3F)[nH]c2c1	-7%[86.2 µM]
Cc1ccc(-c2cc3ccccn3c2)cc1C	?
COc1ccc(-c2cc(C(F)(F)F)n3nc(C(=O)Nc4cccc(C(F)(F)F)c4)c(Br)c3n2)cc1	-5%
CCS(=O)(=O)c1ccc(O)c(NC(=O)CC2(CC(=O)O)CCCC2)c1	18%
Cc1c(CCC(=O)O)c(=O)oc2cc3occ(C(C)(C)C)c3cc12	?
COc1cccc(N2C(=O)NC(=NC3CCCCC3)C23CCN([S+](C)(=O)[O-])C3)c1 (centres undefined)	-24%
COc1ccc(C(=O)N2CCC(N3C(=O)C(OC)C34CCOCC4)CC2)cn1 (centres undefined)	-11%
CCOc1ccc(NC(=O)c2cc(=O)c3cc(C)c(C)cc3o2)cc1	9%
COc1cccc(CNC(=O)c2ncoc2-c2cccc(Cl)c2)c1	?
O=C(CCn1c(=O)c2sccc2n(Cc2ccc(F)cc2)c1=O)NCc1ccc2c(c1)OCO2	10%
CC(C)n1ccnc1C1CCCN(Cc2cscn2)C1 (centres undefined)	?
CCc1ccc2oc(C(=O)Nc3ccc(S(=O)(=O)Nc4onc(C)c4C)cc3)cc(=O)c2c1	13%
Cc1cc(C)c(C(=O)COC(=O)c2ccc(N3CCCC3=O)cc2)cc1C	-3%
Cn1cc(C(=O)CN2C(=O)COc3ccccc32)c2ccccc21	3%
CN(Cc1cncs1)C1CCc2ccccc21 (centres undefined)	-20%[86.2 µM]
O=C1NC(=O)/C(=C/c2ccccn2)S1	-8%
